APJ ag – APJ receptor agonism. P35414. CHO-K1 APJ PathHunter beta-arrestin, luminescence; 0% DMSO wells, 100% apelin. activation, % at 20 µM. actives 0.11% (n = 330,000);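 active = activation more than six SD over the plate average, tested at 20 µM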;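 note: 0% = DMSO alone and 100% = apelin-13 at 10 nM; some results filed as inactive read as strong as hits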
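Assay system: engineered CHO-K1 APJ arrestin reporter cells; Amount: 1000 CHO-K1 reporter cells seeded per well; Dosing: one dose, 20 µM compound, 1% DMSO; Times: compound stimulation 90 min at 25 °C, detection 60 min; Measured by: luminescent beta-gal fragment complementation, chemiluminescent substrate; Read-out: APJ–arrestin association signal; Controls: DMSO vs Apelin-13 10 nM.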
697 NFkB inh – inhibitors of the PMA/ionomycin-induced NF-kB reporter in 697 B cells; 697 B-cell NF-kB luciferase reporter, 16 h; inhibition, % at 4 µM; actives 0.33% (n = 330,000); AID 435022; in the data active = inhibition above about 35%
Jurkat NFkB inh – inhibitors of the PMA/ionomycin-induced NF-kB reporter in Jurkat cells; PMA/ionomycin-induced NF-kB luciferase reporter, luminescence; actives 0.53% (n = 330,000); AID 435003; inhibition, % at 4 µM; in the data active = inhibition above about 50%
tim23-1 inh – growth inhibitors of tim23-1 mutant yeast. S. cerevisiae tim23-1 growth, BacTiter-Glo luminescence, 24 h. inhibition, % at 20 µM. actives 1.3% (n = 330,000);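 active = growth inhibition of the mutant yeast at or above 50%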;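 note: temperature-sensitive mutant grown at 25 °C; plate controls were DMSO-treated mutant yeast for no effect and medium wells lacking yeast for full effect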
Mdm2 MdmX PPI – disrupts the human Mdm2-MdmX interaction; O15151+Q00987; SaOS-2 split-luciferase Mdm2/MdmX complementation, luminescence; inhibition, % at 8 µM; actives 3% (n = 330,000);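 active = inhibition of at least 50% at 8 µM in the primary screen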
Target sequence (O15151 whole entry, looked up): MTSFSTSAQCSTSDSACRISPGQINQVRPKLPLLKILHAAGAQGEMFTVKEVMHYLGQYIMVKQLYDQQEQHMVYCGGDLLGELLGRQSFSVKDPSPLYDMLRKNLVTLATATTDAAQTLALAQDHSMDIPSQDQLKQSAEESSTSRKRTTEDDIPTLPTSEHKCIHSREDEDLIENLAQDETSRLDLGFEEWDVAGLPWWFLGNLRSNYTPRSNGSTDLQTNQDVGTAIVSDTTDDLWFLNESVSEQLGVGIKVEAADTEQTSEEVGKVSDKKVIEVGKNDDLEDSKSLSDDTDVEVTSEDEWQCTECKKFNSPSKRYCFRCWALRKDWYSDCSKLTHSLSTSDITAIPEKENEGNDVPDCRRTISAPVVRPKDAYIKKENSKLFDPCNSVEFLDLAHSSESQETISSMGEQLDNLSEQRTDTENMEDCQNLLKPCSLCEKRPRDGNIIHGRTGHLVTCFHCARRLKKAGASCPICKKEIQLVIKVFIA
Target sequence (Q00987 whole entry, looked up): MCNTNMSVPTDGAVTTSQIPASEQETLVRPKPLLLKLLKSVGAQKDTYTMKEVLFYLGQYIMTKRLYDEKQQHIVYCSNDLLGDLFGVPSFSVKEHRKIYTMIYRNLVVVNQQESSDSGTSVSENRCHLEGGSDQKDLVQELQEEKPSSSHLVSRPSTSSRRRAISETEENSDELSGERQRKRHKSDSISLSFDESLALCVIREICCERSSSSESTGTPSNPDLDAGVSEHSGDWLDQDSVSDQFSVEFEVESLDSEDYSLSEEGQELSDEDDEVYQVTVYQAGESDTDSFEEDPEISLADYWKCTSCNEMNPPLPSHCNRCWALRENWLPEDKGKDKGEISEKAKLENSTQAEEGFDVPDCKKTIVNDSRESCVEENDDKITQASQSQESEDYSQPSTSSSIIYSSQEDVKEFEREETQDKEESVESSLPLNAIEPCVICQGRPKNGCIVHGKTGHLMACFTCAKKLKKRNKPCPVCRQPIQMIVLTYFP
UPR XBP1 act – activators of adaptive arm of unfolded protein response (XBP1). actives 0.33% (n = 330,000). activation, % at 20 µM. CHO-XBP1 luciferase reporter, IRE1-XBP1 UPR activation, luminescence; percent of tunicamycin response, DMSO as zero;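 active = versus positive control, 20 µM dose yields 30% or more activation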;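 note: 100% = tunicamycin at 10 µg/mL and 0% = DMSO only wells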
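Assay system: CHO-XBP1 luciferase reporter cells; Schedule: 6 h treatment, 37 °C; Detection: glow luminescence from Steady-Glo reagent; Benchmarks: high control tunicamycin 10 µg/mL final, low control DMSO vehicle only.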
APJ antagonist – antagonists of human APJ apelin receptor | P35414 | CHO-K1 APJ beta-arrestin complementation, luminescence | inhibition, % at 20 µM | actives 0.32% (n = 330,000);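 active = inhibition above about 40% at 20 µM, limit read from the data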;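 note: cells challenged with 10 nM apelin-13 agonist together with compound; plate controls were apelin-13 plus DMSO wells for no effect and DMSO wells lacking apelin-13 for full effect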
CHOP UPR activ – apoptotic UPR (CHOP) activation | CHO-CHOP luciferase reporter, luminescence; percent of tunicamycin response over DMSO baseline | actives 0.34% (n = 330,000) | AID 449763 | activation, % at 10 µM;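 active = at 10 µM dose, activation of 40% or more, normalized to positive control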;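 note: 100% = tunicamycin at 10 µg/mL and 0% = DMSO alone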
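Assay system: CHO cells with stable CHOP pathway luciferase reporter; Buffer or medium: F12 plus 10% serum; Times: 16-18 h cell attachment, then 6 h compound exposure, 37 °C; Signal: luciferase luminescence; Read-out basis: percent activation relative to tunicamycin control; Control set: tunicamycin high control, DMSO low control.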
The depositor's hits bear a star. Not a hit list. About 5% of those tested had a hit in this group.

SMILES	APJ ag	697 NFkB inh	Jurkat NFkB inh	tim23-1 inh	Mdm2 MdmX PPI	UPR XBP1 act	APJ antagonist	CHOP UPR activ
CC(C)CC1(C(=O)NCc2ccccn2)C=CCN1C(=O)c1ccccc1 (configuration not stated)	4	10	-11	-2	15	1	9	0.8
O=C(Nc1cccc(C(=O)O)c1)/C(=C\c1ccc2c(c1)OCO2)NC(=O)c1ccccc1	-1	25	0	8	4	-2	-11	0.7
O=C(CNc1cccc([N+](=O)[O-])c1)N1CCN(S(=O)(=O)c2ccc(Cl)cc2)CC1	2	6	10	19	26	-2	11	0.4
Cc1cc(/C=N/NC(=O)c2cccc(N(C)C)c2)c(C)n1-c1cc(C(=O)O)cc(C(=O)O)c1	-2	-25	-8	20	-3	0	-15	-1.0
Cc1c(NC(=O)Cn2nc(C(F)(F)F)c3c2CCCC3)c(=O)n(-c2ccccc2)n1C	-1	18	11	12	21	1	0	-1.3
CCOC(=O)c1cc([N+](=O)[O-])sc1NC(=O)CC	-2	8	-22	12	-12	2	14	-0.5
COc1cc(C)ccc1OCc1cc(C(=O)N2CCN(C)C[C@@H]2c2ccccc2)no1	0	-30	-17	11	-21	-5	5	2.4
C/C(=N/O)c1cccc(N2Cc3ccccc3C2)c1	0	10	-25	9	-12	3	-10	3.6
NC(=O)[C@H]1CC2(CC(c3cccc(NC(=O)CC(c4ccccc4)c4ccccc4)c3)=NO2)CN1C(=O)c1ccccc1C(=O)c1ccccc1 (some centres not stated)	6	-43	-5	34	29	-3	5	3.3
CSc1ccccc1NC(=O)c1c(Br)cnn1C	1	5	4	-11	10	0	7	-0.8
COc1cc(OC)cc(-c2sc3ccc(OC)cc3c2C#CC2(N)CCCCC2)c1	-2	11	6	12	96*	28	-3	3.1
O=C(CSc1n[nH]c(C2CCCC2)n1)NC1CCCC1	0	10	-6	7	19	0	-12	-1.4
CCCN(CC1CC1)C(=S)NC(=O)c1ccccc1Br	-2	6	12	37	2	-1	13	0.8
CC(=O)N1CCN(c2ccc(NC(=O)COc3ccc(Cl)cc3Cl)cc2)CC1	-1	-13	16	26	-2	-1	4	2.8
CCn1cc(C(=O)NCc2ccco2)c(=O)c2cc(F)c(N3CCN(C(=O)c4ccco4)CC3)cc21	2	-27	-17	14	9	-3	1	1.8
CN(C)Cc1n[nH]c(=O)c2ccccc12	-5	18	4	-5	23	-2	21	-0.4
COc1ccc(NC(=O)N2CCCC(CNS(=O)(=O)c3cccs3)C2)c(C)c1 (configuration not stated)	-4	20	8	6	16	0	-7	-0.5
Cc1ccc(C(=O)NCc2ccc3c(c2)OCO3)cc1S(=O)(=O)N1CCOCC1	1	9	-10	4	24	-3	4	-1.2
O=C(COc1ccc(F)cc1Br)NCc1ccccn1	-11	-45	-52	-2	-58	3	8	3.1
COC(=O)[C@@]12CCCCN1[C@H](c1ccc(-c3cccc(Cl)c3)c(OC)c1)[C@@H]1C(=O)N(C)C(=O)[C@@H]12	-3	-21	-32	33	73*	4	3	1.8
COc1ccc(CCNC(=O)[C@H](C)NC(=O)[C@@H]2CSC3c4ccccc4C(=O)N32)cc1 (some centres not stated)	-2	3	-1	9	24	-3	-18	-1.4
COCCC(=O)N1CCC(Oc2ccc(C(=O)N3CCCC(OC)C3)cc2)CC1 (configuration not stated)	8	-2	7	4	5	-7	3	1.6
CCOc1ccc(NS(=O)(=O)c2ccc3[nH]c(=O)cc(C(=O)O)c3c2)cc1	-2	2	19	3	15	-1	12	-0.6
COc1ccc(NC(=O)CCS(=O)(=O)c2ccc(Br)s2)cc1	-3	-9	-5	17	-15	-4	-18	0.0
COc1ccc(-n2ncc3c(=O)n(CC(=O)N4c5ccccc5CC4C)cnc32)cc1 (configuration not stated)	0	15	14	-2	-12	-2	-1	1.3
CCn1ncc(/C=N/NC(=O)c2cc(Cl)ccc2OC)c1C	-1	-6	3	7	-4	-1	-2	4.1
Cc1sc2nc(CN(Cc3cccs3)C(=O)C3CC3)[nH]c(=O)c2c1C	6	-7	1	0	16	-4	9	-2.8
COc1ccc2c(c1)OC[C@H]1[C@H]2N2C(=O)CN(Cc3ccc(F)cc3)C(=O)[C@@]2(C)[C@H]1c1ccccc1	-3	9	-7	26	20	-1	7	2.0
Cc1cccc2c1NC(=O)C2(O)N1CCCC(C)C1 (configuration not stated)	-1	-19	-10	11	-6	-4	-3	0.7
c1ccc2[nH]c(Cn3nnc4ccccc43)nc2c1	0	8	26	-11	10	-2	15	-1.2
Cc1c(NC(=O)C(C)OC(=O)C(NC(=O)c2ccco2)C(C)C)c(=O)n(-c2ccccc2)n1C (configuration not stated)	-3	13	11	-8	10	1	-13	-0.5
O=C(N/N=C/c1cc([N+](=O)[O-])ccc1O)c1cccc(NC(=O)c2cccc(Cl)c2)c1	-3	-50	18	-14	51*	-1	3	2.3
COc1ccc(NS(=O)(=O)c2cccc(C(=O)N3CCN(c4ccccc4O)CC3)c2)cc1	-2	15	6	-7	32	-3	-4	-0.2
CCOC(=O)c1cc(S(=O)(=O)NCc2ccco2)cn1C	0	9	6	13	26	0	21	0.8
CCOc1ccc(CCNC(=O)CN2C(=O)NC3(CCc4ccccc43)C2=O)cc1OCC (configuration not stated)	5	5	14	16	-9	-3	7	-1.1
Cc1cc2cc(C)c3nnc(SCC(=O)N4CCN(C(=O)c5ccco5)CC4)n3c2cc1C	-1	-4	-10	-7	11	-1	24	0.1
Cc1ccc(NC(=O)NNC(=O)c2cc3ccccc3cc2O)cc1C	-4	5	-5	-9	23	-2	-6	4.1
Cc1ccc(-n2nnc(-c3nccs3)n2)cc1	0	-70	-41	11	23	-7	12	-8.9
CN(C)CCNc1ncnc2oc(-c3ccccc3)c(-c3ccccc3)c12	-3	2	-2	-6	46	0	25	2.0
COc1ccccc1CNC(=O)CN(c1cccc([N+](=O)[O-])c1)S(C)(=O)=O	-1	1	0	9	2	-5	13	-0.1

Random excerpt: five records from the list
SMILES	APJ ag	697 NFkB inh	Jurkat NFkB inh	tim23-1 inh	Mdm2 MdmX PPI	UPR XBP1 act	APJ antagonist	CHOP UPR activ
COc1ccc2c(c1)OC[C@H]1[C@H]2N2C(=O)CN(Cc3ccc(F)cc3)C(=O)[C@@]2(C)[C@H]1c1ccccc1	-3	9	-7	26	20	-1	7	2.0
Cc1ccc(NC(=O)NNC(=O)c2cc3ccccc3cc2O)cc1C	-4	5	-5	-9	23	-2	-6	4.1
CCOc1ccc(CCNC(=O)CN2C(=O)NC3(CCc4ccccc43)C2=O)cc1OCC (configuration not stated)	5	5	14	16	-9	-3	7	-1.1
COc1ccccc1CNC(=O)CN(c1cccc([N+](=O)[O-])c1)S(C)(=O)=O	-1	1	0	9	2	-5	13	-0.1
Cc1c(NC(=O)C(C)OC(=O)C(NC(=O)c2ccco2)C(C)C)c(=O)n(-c2ccccc2)n1C (configuration not stated)	-3	13	11	-8	10	1	-13	-0.5

The results go on.
SMILES	APJ ag	697 NFkB inh	Jurkat NFkB inh	tim23-1 inh	Mdm2 MdmX PPI	UPR XBP1 act	APJ antagonist	CHOP UPR activ
Cc1cccnc1NC(=O)c1cc2ccccc2oc1=O	-3	-12	-72	-17	-107	-5	-9	-6.9
CSc1cccc(CN2CCCC(CNC(=O)c3ccco3)C2)c1 (configuration not stated)	-2	3	18	-13	18	-8	5	0.4
Cc1cc(OCCOCCN(C)C)ccc1Cl	-4	12	6	6	12	-5	-5	2.7
COc1ccc2c(C)nc(Nc3nc(-c4ccccc4)cc(=O)[nH]3)nc2c1	-2	-14	89*	17	73*	9	-10	-6.6
O=C(NC(=S)NCCC1=CCCCC1)c1cncc(Br)c1	-4	-20	0	30	11	-2	13	-1.1
CCOC(=O)C1(CCc2ccccc2)CCN(C(=O)CCn2cncn2)CC1	-3	-29	-37	-4	-22	2	11	3.9
CN(C)c1ccc(N2CC(C)(C)C2=O)cc1	-1	5	-9	14	-19	-5	-28	0.7
O=C(CNc1ccccc1N1CCCC1=O)Nc1cc(C(F)(F)F)ccc1-n1cncn1	-3	15	2	8	5	-1	-15	-2.3
COc1ccccc1-n1c(=S)sc2c(=O)n(Cc3ccco3)c(SC)nc21	-5	-27	4	38	5	3	4	-0.1
COc1ccc(NC2CCCN(C(=O)COc3ccc(C)cc3)C2)cc1 (configuration not stated)	0	2	-11	16	-1	-8	-19	2.0
CCOC(=O)c1ccc(NC(=S)N2CCCC(C(=O)N3CCCC3)C2)cc1 (configuration not stated)	6	10	8	4	25	-2	-9	1.8
Cn1nc(NC(=O)C(F)(F)F)c2ncc(-c3ccc(Cl)cc3)nc21	-3	-34	-34	3	-54	4	17	5.0
C=CCn1c(C)cc(C(=O)COC(=O)c2ccc(N)c([N+](=O)[O-])c2)c1C	-2	-194	-127	4	-169	1	12	3.2
CCOc1cccc(-c2nnc(SCC(=O)Nc3ccc(OC)c(OC)c3)n2N)c1	-3	-7	0	9	2	0	-7	-1.2
COc1cccc(CNC(=O)c2ccc(S(=O)(=O)N3CCOCC3)cc2)c1	-3	2	0	13	-6	-3	17	2.6
COC(=O)Nc1cc(C)n(-c2ccccc2)n1	0	-1	9	8	22	-1	-24	-0.9

Four structures from above, arranged by length of the SMILES, highest first.
SMILES	APJ ag	697 NFkB inh	Jurkat NFkB inh	tim23-1 inh	Mdm2 MdmX PPI	UPR XBP1 act	APJ antagonist	CHOP UPR activ
Cc1c(NC(=O)C(C)OC(=O)C(NC(=O)c2ccco2)C(C)C)c(=O)n(-c2ccccc2)n1C (configuration not stated)	-3	13	11	-8	10	1	-13	-0.5
COc1ccc(NC(=O)N2CCCC(CNS(=O)(=O)c3cccs3)C2)c(C)c1 (configuration not stated)	-4	20	8	6	16	0	-7	-0.5
Cc1sc2nc(CN(Cc3cccs3)C(=O)C3CC3)[nH]c(=O)c2c1C	6	-7	1	0	16	-4	9	-2.8
CCOC(=O)c1cc(S(=O)(=O)NCc2ccco2)cn1C	0	9	6	13	26	0	21	0.8

Compound activity deposited in PubChem by Sanford-Burnham Center for Chemical Genomics.
